Source: PubChem (The Scripps Research Institute Molecular Screening Center)
FBW7 act – FBW7 E3 ligase activators, primary screen, biochemical, AlphaScreen, human; F-box/WD repeat-containing protein 7 (Homo sapiens), Q969H0; normalized activity (activation), % at 26.1 µM; AlphaScreen FBW7–phospho-cyclin E peptide binding, activator screen; 0.13% of 650,000 active; in the data active means normalized activity above about 1.9%;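 further: purified mutant Fbw7 with reduced substrate affinity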
Target sequence (Q969H0 whole entry, looked up): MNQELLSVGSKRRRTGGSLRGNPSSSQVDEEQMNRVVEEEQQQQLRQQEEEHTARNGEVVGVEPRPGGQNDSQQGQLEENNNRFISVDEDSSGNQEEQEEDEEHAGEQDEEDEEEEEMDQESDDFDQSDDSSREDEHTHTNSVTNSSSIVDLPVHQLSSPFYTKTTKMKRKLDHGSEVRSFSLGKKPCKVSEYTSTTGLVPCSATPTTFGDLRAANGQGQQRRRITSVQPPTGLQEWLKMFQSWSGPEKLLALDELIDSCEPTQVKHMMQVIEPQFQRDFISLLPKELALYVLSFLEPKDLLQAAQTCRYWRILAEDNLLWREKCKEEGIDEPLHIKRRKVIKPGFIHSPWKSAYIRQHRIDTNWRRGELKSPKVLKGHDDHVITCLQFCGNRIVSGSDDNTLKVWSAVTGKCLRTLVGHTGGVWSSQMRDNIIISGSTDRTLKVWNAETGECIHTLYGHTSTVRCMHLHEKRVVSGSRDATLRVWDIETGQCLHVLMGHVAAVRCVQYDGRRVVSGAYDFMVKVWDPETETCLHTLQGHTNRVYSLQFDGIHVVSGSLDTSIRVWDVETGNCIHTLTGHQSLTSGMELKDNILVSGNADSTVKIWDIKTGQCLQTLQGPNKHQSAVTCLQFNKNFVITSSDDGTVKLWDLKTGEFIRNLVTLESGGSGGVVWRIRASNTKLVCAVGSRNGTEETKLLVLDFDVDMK
MITF inh – MITF inhibitors, primary screen, biochemical, AlphaScreen, human; 0.91% of 650,000 active; Microphthalmia-associated transcription factor (Homo sapiens), O75030; inhibition, % at 2.6 µM; AID 1259374, 2018; AlphaScreen MITF homodimerization, bead proximity signal; in the data active means inhibition above about 50%;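 further: 0% = vehicle wells with protein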
GPR151 activ – activators of human GPR151, primary screen, cell-based, PathHunter beta-arrestin, luminescence | G-protein coupled receptor 151 (Homo sapiens), Q8TDV0 | PathHunter beta-arrestin GPR151 cells | activation, % at 11.2 µM | 1% of 650,000 active; in the data active means activation above about 4.9%;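 further: 0% = median of compound wells and 100% = cells with positive control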
Target sequence (Q8TDV0 whole entry, looked up): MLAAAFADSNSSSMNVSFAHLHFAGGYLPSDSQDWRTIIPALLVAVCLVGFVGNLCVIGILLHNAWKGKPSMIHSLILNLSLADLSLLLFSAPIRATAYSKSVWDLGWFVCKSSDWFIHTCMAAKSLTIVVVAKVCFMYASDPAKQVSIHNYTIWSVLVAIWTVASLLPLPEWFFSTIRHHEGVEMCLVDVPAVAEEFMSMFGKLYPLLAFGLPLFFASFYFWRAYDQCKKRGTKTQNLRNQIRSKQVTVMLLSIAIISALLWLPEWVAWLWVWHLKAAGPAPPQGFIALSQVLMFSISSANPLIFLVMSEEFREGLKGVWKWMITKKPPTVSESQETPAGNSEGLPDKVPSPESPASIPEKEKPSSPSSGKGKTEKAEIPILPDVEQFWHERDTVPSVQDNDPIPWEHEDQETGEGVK
TEAD-YAP block – TEAD-YAP interaction inhibition, primary screen, TEAD-YAP interaction inhibitor project, luminescence, HEK-TIYL cells. TEAD-Gal4/YAP UAS-luciferase luminescence. AID 1259422, 2018. inhibition, % at 9.12 µM. 1.4% of 640,000 active; in the data active means inhibition above about 32%;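 further: 0% = median of test compound wells and 100% = reference inhibitor wells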
* hit, by the source's call.

SMILES	FBW7 act	MITF inh	GPR151 activ	TEAD-YAP block
CN(Cc1cccnc1)C(Cc1ccccc1)C1CCN(C(=O)c2ccnn2C)CC1 (centres undefined)	-0.2	0	0.9	-4
CCOc1ccc2nc(NC(=O)CSc3nnnn3-c3cccc(F)c3)sc2c1	-0.1	5	2.1	-7
COc1cccc(CNC(=O)Cn2c(=O)n(Cc3ccccc3Cl)c(=O)c3nccnc32)c1OC	0.7	23	-0.4	5
Cc1cccc(OCc2nnc(SCC(=O)NCCc3ccccc3)o2)c1	0.1	-7	1.2	6
COc1ccc(S(=O)(=O)NCCc2cn3ccccc3n2)cc1F	-0.1	9	0.4	2
O=c1c2sc(=S)n(Cc3ccco3)c2nc(SCc2cc(=O)n3ccccc3n2)n1-c1ccccc1	0.0	-11	0.2	-2
Cc1nc2sc(C(c3ccc(Cl)cc3)N3CCN(C)CC3)c(O)n2n1 (centres undefined)	-0.5	0	1.5	-21
Cc1cc(S(=O)(=O)Nc2cccc([N+](=O)[O-])c2)c(C)s1	0.0	10	0.0	1
COc1ccc(-c2cc(-c3ccccc3)nc(SCC(=O)Nc3ccccc3F)c2C#N)cc1	0.2	-1	-0.3	-8
C=CCN1CCN(C(c2ccc(Cl)cc2)c2nnnn2CCOC)CC1 (centres undefined)	-0.1	1	1.7	-4
CCc1c(C(=O)N/N=C/c2ccc(N(CC)CC)cc2O)nnn1-c1nonc1N	-0.1	9	-1.1	41*
O=C(C1CCC(=O)N1CCc1ccccc1)N1CCC2(CC1)OCCO2 (centres undefined)	0.5	0	0.5	-9
COC(=O)c1ccc(NC(=O)C2C3C=CC(C4CC34)C2C(=O)O)cc1 (centres undefined)	0.1	4	0.5	-7
O=C1NC(=S)NC(=O)C1=Cc1ccc(OCc2ccc(C(=O)O)cc2)c(Cl)c1	1.0	15	-6.8	-27
N#Cc1ccc(OCC(=O)Nc2nc(-c3ccccc3Cl)cs2)cc1	-0.1	-2	-0.3	6
COc1ccc(NC(=O)COc2ccc(C(C)=O)cc2)c([N+](=O)[O-])c1	0.1	8	0.4	5
COc1ccc(C2CC(C(F)(F)F)n3nc(C(=O)Nc4sc5c(c4C(N)=O)CCC(C)C5)c(Br)c3N2)cc1 (centres undefined)	-0.1	7	1.0	1
Cc1cc(C)cc(-n2c(C)cc(/C=C(\C#N)c3ccccc3)c2C)c1	0.1	5	3.1	10
Cc1onc(-c2ccncc2)c1C(=O)O	-0.2	1	1.0	-1
CCCCCCCC1C(C#N)=C(N)OC2=C1C(=O)CC(C)(C)C2 (centres undefined)	0.1	4	0.6	-2
CC(NC(=O)CSc1nnnn1-c1ccc(O)cc1)C1CC2CCC1C2 (centres undefined)	0.1	-7	1.9	-10
Nc1c(C(=O)c2ccc(Cl)cc2)sc2nc(C3CC3)cc(-c3ccc(F)cc3)c12	0.2	-4	-0.4	-6
CSc1nnc(NC(=O)/C=C/c2ccccc2)s1	0.0	-2	-0.2	-36
C=C(C)CN1C(=O)NC(CC)(C2CCN(C(=O)c3csc(SC)n3)CC2)C1=O (centres undefined)	-0.1	4	-0.2	4
CCOC(=O)C(NC(C)=O)C(O)c1ccc([N+](=O)[O-])cc1 (centres undefined)	0.3	1	-0.3	-5

Five records drawn at random from the list so far, as already listed:
SMILES	FBW7 act	MITF inh	GPR151 activ	TEAD-YAP block
CCOC(=O)C(NC(C)=O)C(O)c1ccc([N+](=O)[O-])cc1 (centres undefined)	0.3	1	-0.3	-5
COc1cccc(CNC(=O)Cn2c(=O)n(Cc3ccccc3Cl)c(=O)c3nccnc32)c1OC	0.7	23	-0.4	5
O=c1c2sc(=S)n(Cc3ccco3)c2nc(SCc2cc(=O)n3ccccc3n2)n1-c1ccccc1	0.0	-11	0.2	-2
COc1ccc(S(=O)(=O)NCCc2cn3ccccc3n2)cc1F	-0.1	9	0.4	2
O=C(C1CCC(=O)N1CCc1ccccc1)N1CCC2(CC1)OCCO2 (centres undefined)	0.5	0	0.5	-9

In another format: seven of the compounds above
Values in the order – FBW7 act, MITF inh, GPR151 activ, TEAD-YAP block
- CCOc1ccc2nc(NC(=O)CSc3nnnn3-c3cccc(F)c3)sc2c1
    -0.1, 5, 2.1, -7
- COc1cccc(CNC(=O)Cn2c(=O)n(Cc3ccccc3Cl)c(=O)c3nccnc32)c1OC
    0.7, 23, -0.4, 5
- Cc1cccc(OCc2nnc(SCC(=O)NCCc3ccccc3)o2)c1
    0.1, -7, 1.2, 6
- COc1ccc(S(=O)(=O)NCCc2cn3ccccc3n2)cc1F
    -0.1, 9, 0.4, 2
- O=c1c2sc(=S)n(Cc3ccco3)c2nc(SCc2cc(=O)n3ccccc3n2)n1-c1ccccc1
    0.0, -11, 0.2, -2
- Cc1nc2sc(C(c3ccc(Cl)cc3)N3CCN(C)CC3)c(O)n2n1 (centres undefined)
    -0.5, 0, 1.5, -21
- Cc1cc(S(=O)(=O)Nc2cccc([N+](=O)[O-])c2)c(C)s1
    0.0, 10, 0.0, 1

New compounds follow:
SMILES	FBW7 act	MITF inh	GPR151 activ	TEAD-YAP block
COC(=O)c1ccc2c(c1)N(C)C(=O)/C(=C\c1cccc(C)c1)S2	0.0	0	1.2	10
O=C(/C=C/c1ccccc1Cl)NC1CCS(=O)(=O)C1 (centres undefined)	-0.1	0	-0.5	-9
Cc1cccc(-c2nc(-c3ccccc3)c(-c3cccs3)[nH]2)c1	0.0	-1	4.8	14
CC(Oc1ccc(Br)cc1)C(=O)N1CCC(C(N)=O)CC1 (centres undefined)	0.0	0	-0.7	2
CC(=O)Nc1ccc(Nc2ccnc(NC3CCN(Cc4ccccc4)CC3)n2)cc1	0.0	-7	-0.8	7
O=C(C(=O)N1CCOCC1)c1cn(CC(=O)N2CCCCC2)c2ccccc12	0.0	4	2.3	-8
CCN(CC)CCCNC(=O)c1cc2cc([N+](=O)[O-])ccc2oc1=O	-0.2	-1	0.5	7
CCOC(=O)c1sc(NC(=O)CSc2nc3sc(C)c(C)c3c(=O)[nH]2)nc1C	-0.3	-2	0.6	-8
CCOc1cc(-c2nc3sc4c(c3c(=O)[nH]2)CCCC4)ccc1OCCOc1cccc(C)c1	0.1	-1	0.4	1
C#CCN(C)C(=O)c1c(C)nc2ccc(C)cn12	1.8	18	0.6	-12
Cc1cc(NS(=O)(=O)c2ccc(NC(=O)c3ccc([N+](=O)[O-])c(Cl)c3)cc2)no1	-0.1	13	0.2	-5
COc1cccc(NC(=O)Nc2ccc(C(N)=O)cc2)c1	0.9	13	-1.1	1
OCC(O)CN1CCC(c2nc(C(F)(F)F)ncc2-c2cccc(F)c2)CC1 (centres undefined)	0.1	-9	0.9	-3
CCc1c(C(=O)O)[nH]c2ccc(C)cc12	-0.1	4	0.9	3
CCOC(=O)CSc1nc(SCC(=O)OCC)c2c3c(sc2n1)COC(C)(C)C3	0.0	38	-0.6	-10
CC1=CC(C)C2(COC(=O)NC3CCCCC3)COC(c3ccc4c(c3)OCO4)C1C2C (centres undefined)	0.0	-4	-1.1	0
O=C(OC(c1ccccc1)c1ccccc1)c1ccc(S(=O)(=O)N2CCOCC2)cc1	0.1	-10	-0.4	-6
Fc1ccc(CNc2nccn3c(-c4ccsc4)cnc23)cc1	-0.1	-13	0.8	-13
Cc1cc(S(=O)(=O)N2CCN(C)CC2)c(C)cc1Cl	-0.1	-6	5.3*	-2
COc1ccc(N2C(=O)CSC2c2ccc3c(c2)OCO3)c(OC)c1 (centres undefined)	0.1	7	0.0	6
COc1ccc(CN2C[C@@H]3C[C@@H](c4ccccc4C)N4CCC[C@@]34C2=O)cc1	-0.2	4	-2.0	-6
Cc1csc(SCC(=O)NCc2nc(NC3CCCC3)c3cc(Cl)ccc3n2)n1	0.5	28	-0.2	0
CS(=O)(=O)N(CC(=O)Nc1ccc(CC#N)cc1)c1ccc(Cl)cc1	0.1	12	-1.3	-7
S=c1[nH]nc(COc2ccccc2)n1Cc1ccco1	-0.1	2	0.5	-13
CCCN1C(=O)C2C(C(=O)Nc3ccc(C)cc3)C3C=CC2(O3)C1C(=O)NC1CCCCC1 (centres undefined)	0.1	21	0.4	2
(more compounds)
SMILES	FBW7 act	MITF inh	GPR151 activ	TEAD-YAP block
CCCCCN1C(=O)c2ccc(F)cc2C1=O	0.0	-4	-0.5	5
O=C(c1ccc(F)cc1)N1CCN(c2ccc([N+](=O)[O-])c(N3CCCCC3)c2)CC1	0.0	2	1.5	4
CCC(C)OC(=O)C1=C(C)NC(=O)NC1c1ccccc1F (centres undefined)	0.1	-8	0.1	-10
COC(=O)C1=C(N)OC2=C(C(=O)CC(C)(C)C2)C1c1cccc(C)c1 (centres undefined)	0.3	3	-0.9	10
CCOC(=O)c1cc2c(=O)n3ccccc3nc2n(Cc2ccccc2)c1=NC(=O)c1cccc(C)c1	0.2	-15	-0.1	7
CCc1nc2sccn2c(=O)c1C(=O)NCc1ccc(OC)cc1	-0.3	-1	-0.4	-5
COc1cccc(OC)c1C(=O)N1CCN(c2ncnc3c2cnn3-c2ccccc2)CC1	0.1	8	-0.6	26
COc1ccc(C2=NN(C(=O)CSc3nnc(CNC(=O)c4ccco4)n3C)C(c3ccc(OC)cc3)C2)cc1 (centres undefined)	0.0	2	-1.0	1
C=CCc1cccc(/C=N/NC(=O)CNc2ccc(I)cc2)c1O	0.1	1	-0.9	0
O=C(Nc1nnc(Cc2ccccc2F)s1)c1ccc(Cl)cc1Cl	0.1	21	0.9	-5
CCCNc1nc(NC2CCN(Cc3ccccc3)CC2)nc2cc(OC)c(OC)cc12	-0.2	3	0.3	8
C=CC[C@H]1CC(C)=C[C@@H](CC=C)N1C(C)=O	-0.1	0	0.6	-2
Oc1c(Cl)cc(CN2CCCC2)c2cccnc12	-0.7	113*	-1.3	93*
CC(=O)Nc1ccc(N(CC(O)Cn2c3ccc(Cl)cc3c3cc(Cl)ccc32)S(=O)(=O)c2ccc(C)cc2)cc1 (centres undefined)	-0.1	0	0.1	2
CCC(C)N1C(=O)CCC1C(=O)N1CCN(c2ccccc2F)CC1 (centres undefined)	0.0	-13	-0.5	1
CCOc1cccc2c1OC1(C)CC2NC(=O)N1c1ccccc1F (centres undefined)	-0.1	-7	0.5	5
O=C(O)CNC(=O)CC1S/C(=N/N=C/c2ccccc2O)NC1=O (centres undefined)	0.2	5	3.6	2
O=c1oc2ccc(Cl)cc2cc1-c1nnc(Nc2ccccc2)s1	0.0	-2	-1.2	5
O=C(NCc1ccccc1)/C(=C\c1ccco1)NC(=O)c1ccccc1	0.0	-2	0.7	2
CCOC(=O)c1c(NC(C)=O)sc2c(O)cccc12	-0.1	2	0.4	-5
CCCCNC(=O)C1CCCN1C(=O)NC1CCCCC1 (centres undefined)	0.1	25	1.8	-16
Cn1c(Nc2nccc(Nc3ccc(N4CCOCC4)cc3)n2)nc2ccccc21	-0.3	22	3.5	54*
CN(C)C=Nc1c(C(=O)c2ccccc2)sc2nccc(N(C)C)c12	-0.3	-2	-0.1	-4
Cc1nc2ccc(NC(=O)NCCC3=CCCCC3)cc2s1	-0.3	-75	0.7	-17
COc1ccc(C2C(C(=O)Nc3cc(C)c(Cl)cc3OC)c3ccccc3C(=O)N2C2CCCCC2)cc1 (centres undefined)	-0.1	6	2.2	-8
Next structures:
SMILES	FBW7 act	MITF inh	GPR151 activ	TEAD-YAP block
O=C(NCc1cccnc1)c1cc(-c2ccc(Cl)cc2)on1	-0.1	6	-0.6	-8
O=C(CS(=O)(=O)c1ccccc1)NCc1ccc2c(c1)OCO2	0.0	8	5.1*	-3
C[C@@H](O)[C@@H]1NC(=O)[C@H]2CN(Cc3nc(-c4ccc(F)cc4)cs3)CCN2C1=O	0.7	5	-1.0	-10
CC1CC(C)CN(C(=O)c2ccncc2)C1 (centres undefined)	0.2	20	0.7	3
Cc1ccccc1N1C(=O)c2ccccc2C1=O	-0.2	-3	-0.5	7
O=C1CC[C@@H](CN(Cc2ccccc2)C(=O)CCC2(Cc3ccco3)CCC(=O)N2)N1 (some centres undefined)	0.1	22	-0.6	2
Cc1cc(Oc2coc3cc(OC(C)C(=O)OC(C)C)ccc3c2=O)cc(C)c1Cl (centres undefined)	-0.1	-3	-1.0	-3
CC(C)c1nnc(NC(=O)COc2ccccc2C(C)(C)C)s1	0.0	-3	0.5	-4
Cc1ccc(NC(=O)C2c3ccccc3C(=O)N(C)C2c2cccs2)cc1F (centres undefined)	0.0	2	0.0	-1
Cc1ccc(C(=O)Nc2ccccc2N)cc1	0.3	-2	-5.3	-112
CC(C(=O)N1CCCc2c1c(=O)oc1ccc(O)cc21)N1CCCCCC1 (centres undefined)	-0.1	1	0.2	6
CCCCC(=O)Nc1cc(OCC)c(NC(=O)c2ccccc2[N+](=O)[O-])cc1OCC	-0.1	8	-0.3	5
CCOC(=O)C(C)(C)N(Cc1cccc(C)c1)S(=O)(=O)c1ccc(Cl)c([N+](=O)[O-])c1	0.1	-8	0.5	9

Copied from the list.
C[C@@H](O)[C@@H]1NC(=O)[C@H]2CN(Cc3nc(-c4ccc(F)cc4)cs3)CCN2C1=O in FBW7 act reads 0.7
CC(C(=O)N1CCCc2c1c(=O)oc1ccc(O)cc21)N1CCCCCC1 (centres undefined) in GPR151 activ reads 0.2
CC(C)c1nnc(NC(=O)COc2ccccc2C(C)(C)C)s1 in GPR151 activ reads 0.5
Cc1cc(Oc2coc3cc(OC(C)C(=O)OC(C)C)ccc3c2=O)cc(C)c1Cl (centres undefined) in TEAD-YAP block reads -3
